HIV fusion peptide = inhibitors of HIV fusion peptide binding, primary screen, biochemical, uHTS, fluorescence dequenching (AID 1986); one-dose inhibition, % at 20 µM; IC50 in µM for titrated hits; cell-free peptide binding, fluorescence dequenching, 30 min; higher % means a stronger effect; actives 0.3% (n = 290,000); in the data active = inhibition mostly above about 52%, no sharp cut-off; inactive = mostly below about 76%; note: some results filed as inactive read as strong as hits
AID2073 = inhibitors of Mint1-CaV2.2 protein interaction, biochemical, HTRF (AID 2073). one-dose inhibition, % at 20 µM; IC50 in µM for titrated hits. Voltage-dependent N-type calcium channel subunit alpha-1B (Homo sapiens). actives 0.19% (n = 290,000). HTRF protein-protein interaction, Mint1-CaV2.2; higher % means a stronger effect; in the data active = inhibition mostly above about 51%, no sharp cut-off; inconclusive = no clear call, values can overlap the other calls; inactive = mostly below about 53%; note: some results filed as inactive read as strong as hits
Siah-1 displacement = Siah-1 peptide-binding antagonists, primary screen, biochemical, fluorescence polarization, rhodamine-plectin, uHTS (AID 1817); Siah-1 / rhodamine-plectin peptide fluorescence polarization; higher % means a stronger effect; displacement, % at 20 µM; hits with a dose series show IC50 in µM; E3 ubiquitin-protein ligase SIAH1 (Homo sapiens); actives 0.02% (n = 290,000);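 active = displacement of at least 50% at 20 µM, with a fluorescence ratio check between 0.3 and a set limit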;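 note: plate controls were Siah plus tracer with DMSO for no effect and tracer alone without Siah for full effect; strong numbers were not always called active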
NOD1 NF-kB reporter = NOD1 signaling inhibitors, primary screen, cell-based, luminescence, uHTS (AID 1578); actives 1% (n = 290,000); one-dose inhibition, % at 4 µM; EC50 in µM for titrated hits; NOD1-driven NF-kB luciferase reporter cells, luminescence; higher % means a stronger effect; in the data active = inhibition mostly above about 36%, no sharp cut-off; inactive = mostly below about 34%;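 note: HEK-293T reporter cells stimulated with the NOD1 agonist gamma-tri-DAP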
KOR beta-arrestin-1 = KOR agonists, beta-arrestin recruitment, primary screen, cell-based, luminescence, uHTS (AID 1777) | Kappa-type opioid receptor (Homo sapiens) | KOR beta-arrestin recruitment, luminescence; higher % means a stronger effect | activation, % at 10 µM, or EC50 in µM where a hit was titrated | actives 0.02% (n = 280,000); in the data active = activation above about 50%, passing the limit was not always enough; note: a part of the inactive calls stands beside numbers as strong as those of hits
GPR35 arrestin U2OS = GPR35 antagonists blocking zaprinast-driven arrestin recruitment, primary screen, imaging, U2OS, beta-arrestin-GFP, zaprinast agonist (AID 2058); actives 0.052% (n = 290,000); inhibition, % at 10 µM, or IC50 in µM where a hit was titrated; U2OS GPR35 beta-arrestin-GFP translocation imaging, zaprinast antagonism; higher % means a stronger effect;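 active = inhibition of at least 50% with at least 30 cells and total cytoplasm GFP at most 10,000,000; inconclusive = under 30 cells or total GFP of 10,000,000 plus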
GPR55 LPI antagonism = GPR55 antagonists blocking LPI-driven arrestin recruitment, primary screen, imaging, U2OS, beta-arrestin-GFP, LPI agonist (AID 2013) | U2OS GPR55 beta-arrestin-GFP translocation imaging, LPI antagonism; higher % means a stronger effect | G-protein coupled receptor 55 (Homo sapiens) | one-dose inhibition, % at 10 µM; IC50 in µM for titrated hits | actives 0.13% (n = 290,000);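 active = spots per cell inhibited over 60%, with over 100 cells counted and total cytoplasm intensity under 500,000; inconclusive = wells with under 100 cells, flagged as likely toxic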;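 note: U2OS cells stably carrying GPR55 and arrestin-GFP stimulated by 5 µM LPI near EC80; imaged beta-arrestin-GFP aggregate spots per cell after agonist stimulation; plate controls were LPI-stimulated DMSO wells for no effect and DMSO wells without LPI for full effect; some results filed as inactive read as strong as hits; confirmed hits need IC50 under 10 µM and bright autofluorescent wells are also inconclusive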
GPR55 beta-arrestin = GPR55 agonists via beta-arrestin recruitment, primary screen, imaging, U2OS cells, beta-arrestin-GFP redistribution (AID 1961). U2OS GPR55 beta-arrestin-GFP redistribution imaging; higher % means a stronger effect. activation, % at 10 µM, or EC50 in µM where a hit was titrated. actives 0.048% (n = 290,000);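 active = activation above 40% with more than 50 cells counted in the well; inconclusive = wells holding fewer than 50 cells, flagged as toxic or sparse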;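 note: U2OS osteosarcoma cells stably expressing GPR55 and beta-arrestin-GFP; plate controls were DMSO negative control for no effect and LPI positive control for full effect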
KOR beta-arrestin-2 = KOR antagonists, beta-arrestin recruitment, cell-based, luminescence, uHTS (AID 1778). Kappa-type opioid receptor (Homo sapiens). KOR beta-arrestin recruitment, luminescence, antagonist mode; higher % means a stronger effect. inhibition, % at 10 µM, or IC50 in µM where a hit was titrated. actives 0.091% (n = 290,000); in the data active = inhibition above about 50%; note: strong numbers were not always called active
* = called active by the depositor; ? = inconclusive; [ ] = another dose, or the depositor's remark. Some of the compounds tested; rates above refer to the full screens.

Each structure is followed by: HIV fusion peptide, AID2073, Siah-1 displacement, NOD1 NF-kB reporter, KOR beta-arrestin-1, GPR35 arrestin U2OS, GPR55 LPI antagonism, GPR55 beta-arrestin, KOR beta-arrestin-2
1. CCc1ccc(OCC2c3cc(OC)c(OC)cc3CCN2C(=S)NC)cc1 (configuration not stated)
    0.4%, -12%, 4%, -28%, -0.8%, -9%, 91%, -0.6%, -49%
2. O=C(NCCCN1CCCC1)c1ccc(Cn2c(=S)[nH]c3ccc(Br)cc3c2=O)cc1
    1.0%, 11%, 5%, -26%, -16%, 15%, -2%, 0.7%, 15%
3. Cc1ccc(Cl)cc1NC(=O)NCc1ccccn1
    1.2%, -1%, 10%, -19%, -2.4%, 5%, 12%, -0.1%, 11%
4. CCOC(=O)CCC(=O)Nc1ccc(S(=O)(=O)Nc2cc(OC)nc(OC)n2)cc1
    3.2%, 2%, 4%, -26%, -3.1%, 12%, 17%, -0.1%, -31%[20 µM]
5. CN(C(=O)c1ccc([N+](=O)[O-])cc1)c1ccccc1C(=O)NCc1ccccc1
    1.2%, 4%, 11%, -40%, -2.8%, 0%, 7%, 0.2%, -32%
6. COc1ccc(C)cc1NC(=O)CSc1nnc(COc2ccc(Cl)cc2)n1Cc1ccco1
    -0.7%, -1%, -4%, 32%, 9.7%, 0%, 6%, 0.8%, 28%
7. CCN(CC)S(=O)(=O)c1cc(NC(=O)CNc2c(C)n(C)n(-c3ccccc3)c2=O)ccc1C
    -0.2%, 2%, 6%, -18%, -6.2%, -16%, 8%, -0.4%, 11%
8. CC(C)CC(OC(=O)c1cccs1)C(=O)NCc1cccs1 (configuration not stated)
    1.4%, ?, 6%, -2%, -5.8%, 8%, -1%, -0.1%, 25%
9. O=[N+]([O-])c1ccc2cn(-c3ccccc3)nc2c1
    2.4%, -1%, 7%, -66%, 1.1%, 6%, 7%, -0.5%, -9%
10. O=C(CN1C(=O)NC2(CCCCCCC2)C1=O)NC(=O)NCc1ccco1
    -1.8%, 3%, 2%, -10%, 2.2%, -2%, -7%, -0.1%, 18%
11. CCCCCCSc1cc(C)nc2ncnn12
    0.2%, 11%, -2%, 13%, -11%, 8%, 7%, -0.1%, -2%
12. CCCC[C@H](CN[C@@H](CNC)[C@H](C)CC)NCCC12CCC(CC1)C2
    2.4%, 2%, -1%, -8%, 28%, 2%, 12%, -0.2%, -54%[20 µM]
13. COC1OC(COC(=O)c2ccccc2)C(OC(=O)c2ccccc2)C1OC(=O)c1ccccc1 (configuration not stated)
    -0.6%, 8%, 0%, -2%, 0.8%, 12%, -3%, 0.0%, -28%
14. O=C(N/N=C/c1cnc(N2CCCCC2)s1)c1ccc(Cl)cc1
    4.4%, 16%, -4%, 39%, -3.0%, -1%, 1%, -0.1%, 0%[20 µM]
15. Cc1ccc(S(=O)(=O)Nc2cccc(-c3cn4ccsc4n3)c2)cc1
    -2.2%, 6%, -4%, 27%, -0.8%, -9%, 5%, -0.1%, 9%
16. Cc1cc(NS(C)(=O)=O)c(=O)n(Cc2c(F)cccc2Cl)c1
    -2.0%, 3%, -7%, -31%, -5.5%, -2%, 7%, 0.7%, 17%[20 µM]
17. CCn1ncc(CN2CCCC(C(=O)c3cccc(OC(C)C)c3)C2)c1C (configuration not stated)
    1.1%, 3%, -3%, -29%, 5.5%, -17%, -4%, -0.3%, -13%
18. COc1ccc(NC(=O)C2CCC(CNS(=O)(=O)c3csc(C(N)=O)c3)CC2)cc1OC (configuration not stated)
    -0.8%, 2%, -7%, -8%, 0.7%, 8%, -10%, 0.0%, -33%
19. CCc1ccc(NC(=O)CCNC(=O)Cn2cnc3ccccc3c2=O)cc1
    -0.4%, -5%, 3%, -18%, -6.4%, 1%, -9%, -0.2%, 2%
20. Cc1cc(C(=O)NCCC(C)C)c2ccccc2n1
    -0.4%, 2%, 1%, -10%, 6.1%, -1%, 2%, -0.3%, 16%
21. O=C(O)CN1C(=O)/C(=C/c2ccc(SCc3ccccc3)o2)SC1=S
    73%*, 10%, 35%, -39%, -4.5%, 8%, 5%, 0.2%, -8%
22. CCOc1ccccc1OCC(=O)Nc1ccc(S(=O)(=O)Nc2nc(C)cc(C)n2)cc1
    4.3%, -7%, -1%, -13%, 3.4%, -20%, 0%, -0.2%, 9%
23. CCCc1nnc(SCC(=O)Nc2cccc(Cl)c2Cl)o1
    -0.3%, 6%, 6%, -50%, -1.9%, 18%, -15%, 0.6%, -10%
24. Cc1ccc(CNS(=O)(=O)c2cn(C)c(=O)n(C)c2=O)cc1
    -1.7%, 9%, 4%, -16%, 0.9%, -2%, 13%, 0.0%, 31%
25. Cc1ccc(-n2ncc3ccccc3c2=O)cc1Cl
    0.9%, 2%, 9%, -69%, -1.5%, -8%, 19%, 1.2%, 4%
26. CCCCN(C)C(=O)Cn1nc(Cc2ccncc2)c2ccccc2c1=O
    1.0%, 8%, -1%, -4%, 1.8%, -1%, -8%, 0.0%, -24%
27. O=C1NC(CCc2ccccc2)C(=O)N1CCOc1cccc(Br)c1 (configuration not stated)
    -0.4%, -7%, 1%, -32%, 5.5%, -3%, 7%, 0.1%, -5%
28. O=C(Cc1ccc([N+](=O)[O-])cc1)N/N=C/c1ccc([N+](=O)[O-])o1
    25%, 18%, -7%, 0%, -2.3%, -8%, 1%, -0.1%, 20%
29. CCc1cccc(NC(=S)Nc2cccc3ccccc23)c1
    -0.4%, -19%, 19%, 2%, 5.0%, 6%, 15%, -0.2%, -42%
30. Cc1cs/c(=N\N=C2CCCCC2)n1Cc1ccco1
    -1.4%, 4%, -6%, -17%, -3.6%, -8%, -8%, 0.2%, -2%

Brought forward from above: 5 entries; new compounds follow.
Each structure is followed by: HIV fusion peptide, AID2073, Siah-1 displacement, NOD1 NF-kB reporter, KOR beta-arrestin-1, GPR35 arrestin U2OS, GPR55 LPI antagonism, GPR55 beta-arrestin, KOR beta-arrestin-2
26. CCCCN(C)C(=O)Cn1nc(Cc2ccncc2)c2ccccc2c1=O
    1.0%, 8%, -1%, -4%, 1.8%, -1%, -8%, 0.0%, -24%
27. O=C1NC(CCc2ccccc2)C(=O)N1CCOc1cccc(Br)c1 (configuration not stated)
    -0.4%, -7%, 1%, -32%, 5.5%, -3%, 7%, 0.1%, -5%
28. O=C(Cc1ccc([N+](=O)[O-])cc1)N/N=C/c1ccc([N+](=O)[O-])o1
    25%, 18%, -7%, 0%, -2.3%, -8%, 1%, -0.1%, 20%
29. CCc1cccc(NC(=S)Nc2cccc3ccccc23)c1
    -0.4%, -19%, 19%, 2%, 5.0%, 6%, 15%, -0.2%, -42%
30. Cc1cs/c(=N\N=C2CCCCC2)n1Cc1ccco1
    -1.4%, 4%, -6%, -17%, -3.6%, -8%, -8%, 0.2%, -2%
31. CCOc1ccc(C(=O)O/N=C(\N)c2ccccn2)cc1OCC
    0.1%, -1%, -3%, -40%, 2.6%, 1%, 16%, 0.0%, 12%
32. Cc1cc(Cl)c2oc(C(=O)NCCN3CCOC3=O)c(C)c2c1
    -1.4%, ?, 16%, -17%, -5.4%, 5%, 11%, 0.2%, -18%
33. COc1ccc(N2CCN(C(=O)c3ccc(COc4ccc5c(C)cc(=O)oc5c4)cc3)CC2)cc1
    1.8%, 11%, 4%, -7%, 2.8%, 12%, 9%, -0.1%, 6%
34. COc1ccc(-c2csc(Nc3ccc(S(N)(=O)=O)cc3)n2)cc1
    -1.8%, -4%, 3%, -23%, 0.0%, -4%, 5%, 0.3%, -22%
35. COc1ccc(-c2cc(=O)[nH]c(=O)[nH]2)cc1
    0.5%, 2%, -4%, -3%, 2.1%, -13%, 1%, -0.5%, -12%
36. C=C(C)c1cccc(C(C)(C)NC(=O)N2CCN(CC(N)=O)CC2)c1
    2.1%, -4%, 4%, -18%, -0.6%, 2%, -8%, -0.1%, 19%
37. CCOC(=O)C1CCN(CC(=O)N(CC(C)C)c2c(N)n(CC(C)C)c(=O)[nH]c2=O)CC1
    -1.5%, -5%, -3%, -19%, -1.4%, 16%, 12%, -0.4%, 12%
38. O=C(COc1ncnc2sccc12)N1CCN(S(=O)(=O)c2ccc(Cl)cc2)CC1
    0.2%, 7%, -4%, 8%, 0.4%, 8%, -2%, 0.0%, -9%
39. S=C(NCCCc1ccccc1)Nc1ccc(Br)cc1
    -1.7%, 2%, -7%, -1%, 1.9%, -5%, 4%, 0.7%, 23%
40. CCOc1ccc(-c2nnc(SCC(=O)N3CCOCC3)o2)cc1
    0.4%, 4%, -1%, -51%, 7.9%, -3%, 8%, 0.5%, 4%
41. COc1ccc2nc(C)cc(SCC(=O)N3CCCCC3)c2c1
    -0.6%, 7%, 6%, -3%, -5.7%, 4%, 1%, 0.2%, -35%[20 µM]
42. CC(C)(C)NC(=O)NC(=O)COC(=O)c1ccc(OC(F)(F)F)cc1
    -0.2%, 1%, -4%, -2%, 1.1%, 6%, -3%, 0.5%, 16%
43. COc1ccc(N2CC(O)=C(c3nc(-c4ccc(Cl)cc4)cs3)C2=N)cc1
    19%, 37%, 41%, -25%, 9.5%, 10%, -20%, -0.6%, -68%
44. CSc1nnc2c(n1)OC=Nc1ccc(Br)cc1-2
    0.6%, -4%, 16%, 3%, -1.0%, 15%, 10%, -0.1%, 5%
45. COc1ccc(Cc2nnc(NC(=O)CSc3ccccc3)s2)cc1OC
    3.0%, 5%, 2%, -8%, 3.8%, -1%, 0%, -0.4%, 34%
46. Cc1ccc(NC(=O)COC(=O)C2CCC(=O)N2)c(S(=O)(=O)N2CCOCC2)c1 (configuration not stated)
    1.1%, 2%, 5%, -22%, -0.6%, -5%, 10%, 0.6%, -3%
47. O=C(Nc1ccc(Cl)c(Cl)c1)N1CCSCC1
    1.9%, 2%, 9%, -49%, 2.9%, -15%, 2%, -0.4%, -5%
48. COc1ccc(NS(=O)(=O)c2cccc(C(=O)N/N=C/c3ccc(O)cc3)c2)cc1
    -6.0%, -5%, 7%, -14%, -5.4%, 4%, -3%, 0.2%, -8%
49. O=S(=O)(c1ccc(Sc2nnc3ccccn23)nc1)N1CCOCC1
    -1.2%, -3%, 4%, 5%, 2.3%, -5%, -5%, -0.1%, 2%
50. Cc1ccc(S(=O)(=O)c2nc(S(C)(=O)=O)sc2N2CCOCC2)cc1
    0.1%, 8%, 3%, 23%, -0.5%, 0%, -12%, -0.2%, -6%
51. O=C(/C=C/c1cccnc1)c1ccc(F)c(F)c1
    -0.6%, 7%, 6%, -28%, 2.1%, 16%, 8%, 0.6%, -2%

Compound activity: PubChem BioAssay, Sanford-Burnham Center for Chemical Genomics
